Screening data deposited in PubChem BioAssay by several laboratories.
ASAP1 inh: inhibitors of human ASAP1 ArfGAP activity; Q9ULH1; ASAP1-stimulated ARF1 GTP hydrolysis, GDP FP detection; inhibition, % at 16.5 µM; 360,000 tested, 0.19% active; AID 624377; in the data active means inhibition above about 25%;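 further: 0% = vehicle with enzyme and substrate and 100% = no enzyme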
Rev-erbA mod: Rev-erb alpha (human) modulation; AID 1259318; P20393; 370,000 tested, 0.79% active; Rev-erbα–FITC-DNA binding, fluorescence polarization, 90 min; activity, % at 10 µM;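 active means activity above about 14%, limit read from the data; passing the limit was not always enough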;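 further: 0% = DMSO wells with 35 nM protein and 100% = DMSO wells with 750 nM protein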
ARFGAP1 inhibitor: inhibitors of rat ARFGAP1; Q62848; Arfgap1-stimulated ARF1 GTP hydrolysis, GDP FP detection; inhibition, % at 16.5 µM; 360,000 tested, 0.26% active; AID 651572;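 active means inhibition above a per-plate limit, mean inhibition of low control wells plus 3 SD, cut at about 25% in these data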;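 further: 0% = DMSO wells with enzyme and 100% = wells lacking Arfgap1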
Target sequence (Q62848 1-136 limits assumed): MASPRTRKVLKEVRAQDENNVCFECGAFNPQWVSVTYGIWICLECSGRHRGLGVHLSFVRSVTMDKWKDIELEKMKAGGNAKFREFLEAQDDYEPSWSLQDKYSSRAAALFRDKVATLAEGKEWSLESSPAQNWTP
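Replicates: Single well per compound | Assay system: Truncated rat Arfgap1 GAP domain | Control set: No-Arfgap1 wells (100%) versus DMSO full-reaction wells (0%) | Times: Enzyme reaction 120 min at 25 °C after 20 min preincubation | Reagent: Human ARF1(Δ1-17)-GTP substrate | Measured by: Tracer-displacement fluorescence polarization with EDTA stop, 620/688 nm | Measure: Percent inhibition of Arfgap1-stimulated GTP hydrolysis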
PG9 binder: binds the HIV-1 gp120 antibody PG9; TR-FRET gp120-PG9 antibody binding; inhibition, % at 6.7 µM; 360,000 tested, 0.43% active; AID 624416; in the data active means inhibition above about 8.5%
rCAG binder: r(CAG) repeat RNA binding; TO-PRO-1 dye displacement fluorescence; inhibition, % at 3 µM; 370,000 tested, 1.3% active; AID 651821;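 active means inhibition above the plate cutoff, the mean of all test compounds on that plate plus 3 SD, cut at about 35% in these data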;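 further: 0% = DMSO alone and 100% = 100 µM mitoxantrone as full dye displacement; higher means more dye released from RNA so lower well fluorescence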
GC-B act: GC-B (human) receptor activation | activation, % at 10 µM | P20594 | HEK293-GC-B cells, CNP EC30, cGMP TR-FRET; 0% at EC30 CNP, 100% saturating CNP | 370,000 tested, 0.11% active;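 active means activation at 10 µM reaching about 35% in either raw or pattern-adjusted values, limit read from the data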
HTRA1 inh: inhibitors of human serine peptidase HTRA1; AID 504803; Q92743; 340,000 tested, 0.5% active; recombinant HTRA1, FP-rhodamine activity-based probe, fluorescence polarization; inhibition, % at 5.96 µM; in the data active means inhibition above about 36%;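 further: 0% = enzyme with DMSO and 100% = wells lacking enzyme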
Target sequence (Q92743 whole entry, looked up): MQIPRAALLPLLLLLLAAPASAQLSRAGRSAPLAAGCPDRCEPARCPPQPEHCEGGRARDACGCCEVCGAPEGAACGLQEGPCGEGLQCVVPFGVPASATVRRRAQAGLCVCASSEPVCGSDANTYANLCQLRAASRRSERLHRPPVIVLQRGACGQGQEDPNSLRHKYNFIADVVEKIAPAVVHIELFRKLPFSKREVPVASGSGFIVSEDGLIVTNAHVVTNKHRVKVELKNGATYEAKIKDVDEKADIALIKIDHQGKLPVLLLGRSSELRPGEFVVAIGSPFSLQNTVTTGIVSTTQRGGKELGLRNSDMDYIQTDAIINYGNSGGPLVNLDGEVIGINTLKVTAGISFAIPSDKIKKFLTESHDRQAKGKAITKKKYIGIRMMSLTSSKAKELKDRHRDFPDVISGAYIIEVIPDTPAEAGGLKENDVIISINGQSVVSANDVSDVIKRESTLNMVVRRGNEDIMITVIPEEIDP
SMARCA2 act: increases SMARCA2 function in MMTV reporter cells. MG213 cells, MMTV-luciferase reporter, dexamethasone, overnight. activation, % at 9.1 µM. 370,000 tested, 1% active; in the data active means activation above about 7.8%;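 further: 0% = vehicle wells and 100% = reference activator wells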
GC-A act: GC-A (human) enzyme activation; P16066; HEK293 GC-A cells, cGMP TR-FRET, EC30 ANP; 0% at EC30 ANP, 100% saturating ANP; activation, % at 10 µM; 370,000 tested, 0.14% active; in the data active means activation above about 40%
mABHD4 FP: ABHD4 (mouse) inhibition, primary FP screen; Q8VD66; purified mABHD4, FP-Rh probe fluorescence polarization; inhibition, % at 8.92 µM; 370,000 tested, 0.54% active; AID 720543;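 active means inhibition exceeding the mean over every tested compound plus 3 SD, cut at about 30% in these data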;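 further: 0% = plate median of compound wells and 100% = S159A mutant with DMSO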
Target sequence (Q8VD66 whole entry, looked up): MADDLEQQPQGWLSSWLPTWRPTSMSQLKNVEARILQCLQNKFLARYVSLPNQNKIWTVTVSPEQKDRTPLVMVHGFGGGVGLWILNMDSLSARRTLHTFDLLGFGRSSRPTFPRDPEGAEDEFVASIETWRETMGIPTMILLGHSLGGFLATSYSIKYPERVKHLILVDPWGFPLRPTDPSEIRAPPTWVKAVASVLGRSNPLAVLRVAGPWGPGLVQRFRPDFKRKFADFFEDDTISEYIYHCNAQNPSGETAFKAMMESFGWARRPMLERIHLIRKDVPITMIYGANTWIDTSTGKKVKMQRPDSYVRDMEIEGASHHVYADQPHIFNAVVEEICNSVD
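System: mouse ABHD4 enzyme, wild type / Medium: HEPES pH 7.0, NaCl, Pluronic buffer / Reagent: FP-Rh activity-based fluorescent probe / Control set: S159A mutant high control, sample median low control / Detection: fluorescence polarization with parallel and perpendicular emission, 525/598 nm / Schedule: 45 min + 60 min at 25 °C / Compound dosing: 8.92 µM, single dose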
* marks the source's active call; other numbers are inactive results; · = not tested or not shown.

Each structure is followed by: ASAP1 inh, Rev-erbA mod, ARFGAP1 inhibitor, PG9 binder, rCAG binder, GC-B act, HTRA1 inh, SMARCA2 act, GC-A act, mABHD4 FP
(1) O=C(COC(=O)CNC(=O)c1ccccc1Cl)NC1CCCC1
  6, 9, -1, -0.4, -2, 2, 3, -3, 1, 4
(2) CC1=C/C(=N\NC(=O)c2cccs2)CC(C)(C)C1
  -3, 8, 13, 0.0, -5, 3, -3, 2, 1, -7
(3) CCN(CC(=O)Nc1ccc(NC(C)=O)cc1)C(=O)c1ccccc1CCc1ccccc1
  -2, -4, 0, 1.8, 0, 5, -17, -2, -3, -17
(4) COc1ccc(-c2oc3ccccc3c2C(=O)OCc2ccccc2)cc1
  -4, 15, -1, 5.1, 2, -7, -36, 3, -2, -9
(5) C#CCOCCOCCOCCNc1nc(N2CCN(C(=O)[C@H](CO)n3cc([C@@H](N)C(C)C)nn3)CC2)nc(N2CCN(C(=O)[C@H](CCCCN)n3cc([C@@H](N)[C@H](C)CC)nn3)CC2)n1
  10, 1, -2, -1.0, 7, -4, 7, 2, 5, -5
(6) O=C(NCC1CC1)Nc1cccc(Cl)c1
  -4, -3, 8, -1.0, 0, -1, -4, 2, 1, -2
(7) CCOP(=O)(OCC)c1ccc2c(c1)C(=O)c1ccccc1CC2
  -5, 4, -1, 0.1, -4, 3, -3, 2, -1, 3
(8) COc1ccc(-c2csc(N(CC3CCCO3)C(=O)c3ccc(C)cc3)n2)cc1 (configuration not stated)
  -2, -2, -2, -2.6, 1, -4, -5, -5, -12, -8
(9) Cn1c(SCC(=O)Nc2ccc3c(c2)OCCO3)nnc1-c1ccccn1
  -4, -1, 11, -1.0, -4, 4, 6, -4, -1, 6
(10) O=C(NCCc1ccccc1)C1CCCN(S(=O)(=O)c2cnc[nH]2)C1 (configuration not stated)
  6, -1, 3, -2.5, 0, -5, -2, 0, -4, -1
(11) CC1CCN(C(=O)CSc2ccc(-c3cccnc3)nn2)CC1
  3, -1, -1, -1.3, -5, -1, 6, -2, -2, -6
(12) C[C@H](CO)N1C[C@H](C)[C@@H](CN(C)S(=O)(=O)c2ccc(F)cc2)OCc2cnnn2CCCC1=O
  -10, 2, 0, -0.7, 3, 0, 3, -2, 2, 5
(13) CC(C)NS(=O)(=O)c1ccc(OCC(=O)Nc2ccc(F)cc2F)cc1
  ·, 1, ·, ·, ·, 3, 6, ·, -2, ·
(14) O=C(NC1CC1)c1ccc2nc([C@H]3C[C@H](O)[C@@H](CO)O3)[nH]c2c1
  -4, -7, -10, -1.4, 3, 3, ·, -1, 0, 3
(15) CCCCC(=O)NCCNc1nc2c(c(=O)n(C)c(=O)n2C)n1Cc1ccc(F)cc1
  -9, 2, -2, -4.3, -6, 4, 3, 5, 0, -1
(16) COc1cc(/C=C/c2ccc3cccc([N+](=O)[O-])c3n2)ccc1OCC(=O)O
  5, 0, -2, -2.5, 48*, -6, -2, 0, -1, 3
(17) CCOc1cc(S(=O)(=O)NCc2cccnc2)c(C)cc1C
  9, 1, -1, 1.3, -4, 4, -5, -5, -3, -8
(18) Cc1ccc(S(=O)(=O)Nc2ccc(N3CCOCC3)cc2)cc1[N+](=O)[O-]
  2, -4, -13, 0.4, 1, 5, -3, -1, 0, 1
(19) CCN1C(=O)/C(=C\C(=O)c2cccs2)c2cc(Br)ccc21
  0, 7, 4, 1.5, 14, -14, -25, -2, -36, 10
(20) O=C(Nc1ccc2c(c1)nc1n2CCCCC1)c1cc(S(=O)(=O)N2CCOCC2)ccc1Cl
  -1, -5, -2, 0.2, -2, -1, 2, 0, -1, 1
(21) N/C(Cc1nc(-c2ccc(F)cc2)cs1)=N\O
  5, -4, 2, -0.6, 0, 5, ·, -1, 2, -1
(22) O=C(CCCC1=NS(=O)(=O)c2ccccc2N1)N1CCN(c2ccccc2Cl)CC1
  ·, -2, ·, ·, 2, -7, ·, 4, -5, 1
(23) CCOC(=O)C1CCN(c2nc(-c3ccc(Br)cc3)nc3ccccc23)CC1
  -10, 7, -13, -0.4, 2, -4, -9, -3, -4, -14
(24) Cc1nnc2ccc(-c3ccc(NC(=O)c4ccco4)cc3)nn12
  -1, -33, 8, -2.3, 6, 1, -2, 2, 3, -5
(25) CCC(C)[C@H](NC(=O)NCc1ccc(Cl)cc1)C(=O)OC (some centres not stated)
  -4, 1, -8, -0.6, -5, 1, -4, 2, 0, -2
(26) O=C(CN(CC1CCCO1)C(=O)CNS(=O)(=O)c1ccc(F)cc1)NCCc1ccccc1 (configuration not stated)
  -7, -3, 12, 0.6, -4, 5, 1, 1, 3, -1
(27) O=C1CC(=C(c2ccccc2)c2ccccc2)C(=O)N1CCN1CCN(c2cccc(Cl)c2)CC1
  -5, 0, -12, -1.4, 6, 3, -9, -1, -1, -2
(28) COc1cc(C2NC(=O)NC(C)=C2C(=O)OC2CCC(C)CC2)ccc1O (configuration not stated)
  6, 0, 4, 0.1, -7, -3, 13, -2, -7, 3
(29) CN(CC(=O)Nc1cc(Cl)cc(Cl)c1)Cc1cccs1
  10, -6, 5, 0.5, 4, 4, -28, 0, 0, -17
(30) O=C(Nc1ccccc1)c1cc(C2CCCCN2C(=O)OCc2ccccc2)on1 (configuration not stated)
  -6, -5, -10, 0.4, 3, -1, ·, 0, 0, 0

16 compounds out of the list, ordered by length of the SMILES, falling:
Each structure is followed by: ASAP1 inh, Rev-erbA mod, ARFGAP1 inhibitor, PG9 binder, rCAG binder, GC-B act, HTRA1 inh, SMARCA2 act, GC-A act, mABHD4 FP
(12) C[C@H](CO)N1C[C@H](C)[C@@H](CN(C)S(=O)(=O)c2ccc(F)cc2)OCc2cnnn2CCCC1=O
  -10, 2, 0, -0.7, 3, 0, 3, -2, 2, 5
(27) O=C1CC(=C(c2ccccc2)c2ccccc2)C(=O)N1CCN1CCN(c2cccc(Cl)c2)CC1
  -5, 0, -12, -1.4, 6, 3, -9, -1, -1, -2
(20) O=C(Nc1ccc2c(c1)nc1n2CCCCC1)c1cc(S(=O)(=O)N2CCOCC2)ccc1Cl
  -1, -5, -2, 0.2, -2, -1, 2, 0, -1, 1
(14) O=C(NC1CC1)c1ccc2nc([C@H]3C[C@H](O)[C@@H](CO)O3)[nH]c2c1
  -4, -7, -10, -1.4, 3, 3, ·, -1, 0, 3
(26) O=C(CN(CC1CCCO1)C(=O)CNS(=O)(=O)c1ccc(F)cc1)NCCc1ccccc1 (configuration not stated)
  -7, -3, 12, 0.6, -4, 5, 1, 1, 3, -1
(16) COc1cc(/C=C/c2ccc3cccc([N+](=O)[O-])c3n2)ccc1OCC(=O)O
  5, 0, -2, -2.5, 48*, -6, -2, 0, -1, 3
(15) CCCCC(=O)NCCNc1nc2c(c(=O)n(C)c(=O)n2C)n1Cc1ccc(F)cc1
  -9, 2, -2, -4.3, -6, 4, 3, 5, 0, -1
(18) Cc1ccc(S(=O)(=O)Nc2ccc(N3CCOCC3)cc2)cc1[N+](=O)[O-]
  2, -4, -13, 0.4, 1, 5, -3, -1, 0, 1
(23) CCOC(=O)C1CCN(c2nc(-c3ccc(Br)cc3)nc3ccccc23)CC1
  -10, 7, -13, -0.4, 2, -4, -9, -3, -4, -14
(30) O=C(Nc1ccccc1)c1cc(C2CCCCN2C(=O)OCc2ccccc2)on1 (configuration not stated)
  -6, -5, -10, 0.4, 3, -1, ·, 0, 0, 0
(13) CC(C)NS(=O)(=O)c1ccc(OCC(=O)Nc2ccc(F)cc2F)cc1
  ·, 1, ·, ·, ·, 3, 6, ·, -2, ·
(19) CCN1C(=O)/C(=C\C(=O)c2cccs2)c2cc(Br)ccc21
  0, 7, 4, 1.5, 14, -14, -25, -2, -36, 10
(25) CCC(C)[C@H](NC(=O)NCc1ccc(Cl)cc1)C(=O)OC (some centres not stated)
  -4, 1, -8, -0.6, -5, 1, -4, 2, 0, -2
(17) CCOc1cc(S(=O)(=O)NCc2cccnc2)c(C)cc1C
  9, 1, -1, 1.3, -4, 4, -5, -5, -3, -8
(29) CN(CC(=O)Nc1cc(Cl)cc(Cl)c1)Cc1cccs1
  10, -6, 5, 0.5, 4, 4, -28, 0, 0, -17
(21) N/C(Cc1nc(-c2ccc(F)cc2)cs1)=N\O
  5, -4, 2, -0.6, 0, 5, ·, -1, 2, -1

(more compounds)
Each structure is followed by: ASAP1 inh, Rev-erbA mod, ARFGAP1 inhibitor, PG9 binder, rCAG binder, GC-B act, HTRA1 inh, SMARCA2 act, GC-A act, mABHD4 FP
(31) O=C(Nc1ccccc1Cl)NC1(C(=O)N2CCC(O)CC2)CCCCC1
  -12, 2, -4, -2.1, 2, 4, 9, 2, -1, -3
(32) Cc1[nH][nH]c(=O)c1/C=N/N1CCOCC1
  9, -5, -14, -0.5, 0, 2, 1, 0, 0, 1
(33) Cc1ccc(S(=O)(=O)N(CC(=O)NCc2ccncc2)Cc2ccccc2F)cc1
  10, 4, 9, 1.5, -3, -2, 2, -2, 0, 2
(34) CCCN(Cc1nnc(-c2ccccc2Cl)o1)C(=O)c1cccc(S(=O)(=O)N2CCOCC2)c1
  14, -3, 5, -1.7, -8, -2, 4, 0, -2, 7
(35) c1ccc2c(c1)ncn2-c1ccc(-c2ccnc(-c3ccncc3)n2)cc1
  13, -4, 7, -1.9, -1, 4, -3, -3, -2, -4
(36) COc1ccc(N(CCC#N)C(=O)/C(C#N)=C/c2cccs2)cc1
  -7, 4, -8, -1.5, 1, -7, -4, 0, -7, 1
(37) O=C1c2ccccc2[C@@H]2Cc3csc[n+]3[C@H]12
  -1, -6, -1, -1.4, 5, 0, ·, 0, 5, 8
(38) CCOc1ccc(/C=N/NC(=O)c2ccc(Cn3cc([N+](=O)[O-])cn3)o2)cc1
  0, -1, 8, -1.2, 1, -2, -17, 1, 4, -5
(39) S=c1[nH]nc(C2CCCCC2)n1/N=C/c1ccc(Br)cc1
  3, 0, -7, -0.1, 0, -4, -3, -1, 2, 1
(40) COc1ccc(Cc2nnc(NC(=O)CSc3ccc(C)cc3)s2)cc1OC
  7, 1, 12, -0.1, 1, 1, -8, 0, 5, 6
(41) Nc1ncc(-c2ccccc2)n1CC1CCCO1 (configuration not stated)
  2, -2, -2, -0.6, -2, 0, 12, 1, 3, 3
(42) O=C(Nc1ccc2nc(-c3ccc4nc[nH]c4c3)[nH]c2c1)c1cccs1
  15, 2, 18, -0.8, 14, 9, -24, 1, 1, 1
(43) CCCS(=O)(=O)N1CCCC(C(=O)Oc2ccc(C)c(C)c2)C1 (configuration not stated)
  1, -2, -6, -1.1, -6, -2, 0, 0, -3, -1
(44) CCOc1ccccc1Nc1nc(-c2cccnc2)cs1
  4, -3, -5, -0.1, -1, 3, -11, -1, -9, 9
(45) CC1(C)CC(=O)C2=C(C1)NC1=C(C(=O)c3ccccc31)C2c1ccccc1 (configuration not stated)
  -4, 1, -1, -9.2, 11, -19, 32, -4, -41, 51*

Ordered by value in HTRA1 inh (highest first): some entries from above
| entry | mol | HTRA1 inh |
| --- | --- | --- |
| 45 | CC1(C)CC(=O)C2=C(C1)NC1=C(C(=O)c3ccccc31)C2c1ccccc1 (configuration not stated) | 32 |
| 41 | Nc1ncc(-c2ccccc2)n1CC1CCCO1 (configuration not stated) | 12 |
| 44 | CCOc1ccccc1Nc1nc(-c2cccnc2)cs1 | -11 |

Compounds as they come; any-hit rate near 4.4%.
